# Screens deposited in PubChem BioAssay by several laboratories.
# T cell HTS: T cell immune modulation candidate; 2C CD8+ T cell-vesicle binding, flow cytometry; stronger effect = lower value; calls only at 7 µM; 0.068% of 330,000 active; AID 2052;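 active = response, share of CD8 T cells binding vesicles, and their 90th percentile fluorescence all below set limits, cut at about 80% in these data, passing the limit was not always enough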
#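 incubation = binding step 1.5 h, 37 °C, antibody labelling 20 min, ice | test system = 2C mouse CD8+ T cells | read-out basis = percent CD8+ FL2 mean versus row control | controls = Peptide-free naked vesicles (low) and QL9 vesicles with 0.7% DMSO vehicle (high) | detection = flow cytometry of vesicle-bound cells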
# NTR1 ag: NTR1-driven beta-arrestin-GFP spot formation – imaging, U2OS cells, high content, primary screen (AID 493036); activation, % at 20 µM; agonist mode; P30989; 0.17% of 330,000 active;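 active = activation at or above 40% of the spot to cytoplasm intensity ratio, with at least 20 cells analyzed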;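 note: 0% = DMSO without peptide and 100% = 100 nM NTR1 peptide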
# Target sequence (P30989 whole entry, looked up): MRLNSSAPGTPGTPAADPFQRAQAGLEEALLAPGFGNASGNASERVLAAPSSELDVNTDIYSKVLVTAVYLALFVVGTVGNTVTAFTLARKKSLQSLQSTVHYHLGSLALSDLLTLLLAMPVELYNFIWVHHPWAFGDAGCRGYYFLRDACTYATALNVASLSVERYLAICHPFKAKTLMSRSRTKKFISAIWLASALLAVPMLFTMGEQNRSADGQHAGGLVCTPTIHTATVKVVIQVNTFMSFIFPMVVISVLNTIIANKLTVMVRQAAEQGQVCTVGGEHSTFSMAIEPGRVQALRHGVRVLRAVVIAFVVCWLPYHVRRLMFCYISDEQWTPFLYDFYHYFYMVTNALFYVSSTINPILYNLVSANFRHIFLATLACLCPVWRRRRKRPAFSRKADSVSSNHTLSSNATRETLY
# PhoP inhibition: PhoP-dependent GFP reporter repression – Salmonella Typhimurium, primary screen (AID 1863); S. Typhimurium PhoP-regulated promoter GFP reporter, 4 h; higher % means a stronger effect; inhibition, % at 50 µM, or IC50 in µM where a hit was titrated; 0.16% of 300,000 active;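 active = inhibition over 29.93%, a cutoff 3 SD above the screen mean, later confirmed by dose response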;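 note: 0% = low Mg2+ inducing control and 100% = high Mg2+ repressing control; strong numbers were not always called active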
# T cell HTS vesicle-bound %: second read-out of T cell HTS, no call of its own (marks repeat the call); double positive events, %; measured here: CD8+ vesicle-bound cell fraction;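 binding gate set so that unloaded-vesicle control wells show 10% double positive cells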
# NTR1 ag cell count 20 µM: second read-out of NTR1 ag, no call of its own (marks repeat the call); cell count; measured here: cell count, cytotoxicity flag
# Numbers without * were called inactive; i = inactive; + = active, no number. The list is partial, so the mix of outcomes need not match the whole.
SMILES	T cell HTS	T cell HTS vesicle-bound %	NTR1 ag	NTR1 ag cell count 20 µM	PhoP inhibition
NS(=O)(=O)c1cccc2c1c([N+](=O)[O-])cc1nc(O)c(O)nc12	i	17	2.2	51	5%
COc1cc(NC(=O)CSc2nc(=O)n(CCN3CCOCC3)c3c2CCCC3)cc(OC)c1	i	19	1.2	93	1%
O=C(NCC(c1ccco1)N1CCc2ccccc2C1)c1ccc(Cl)cc1 (stereo not drawn)	i	45	2.5	63	-11%
CC(C)(C)c1ccccc1NC(=O)COC(=O)CN1C(=O)NC2(CCCC2)C1=O	i	28	0.9	73	-7%
O=C(CSc1nnc(-c2cccnc2)o1)Nc1nccs1	i	16	0.4	58	1%
C=CCn1c(C)cc(-c2csc(NC(=O)CCc3nc4ccccc4c(=O)[nH]3)n2)c1C	i	43	0.8	44	-2%
O=C(Cc1csc(NC(=O)Nc2cccc(Cl)c2)n1)NCc1ccccn1	i	54	-0.3	64	9%
O=C(CSc1ccc(Br)cc1)NCC(c1cccs1)N1CCOCC1 (stereo not drawn)	i	32	0.6	58	0%
Nn1c(SCC(=O)Nc2ccc(OC(F)F)cc2)nnc(Cc2ccccc2)c1=O	i	20	1.7	47	5%
Cc1ccc([C@@H]2CC=C(C(=O)O)CN2S(=O)(=O)c2ccc(C)cc2)cc1	i	35	1.7	86	-10%
O=C(COC(=O)/C=C/c1cc(Br)ccc1F)Nc1ccc2[nH]c(=O)[nH]c2c1	i	51	0.8	65	-16%
Cc1ccc(C(=O)OCC(=O)N(C)c2c(N)n(Cc3ccccc3)c(=O)[nH]c2=O)s1	i	32	0.5	60	-6%

# (continued)
SMILES	T cell HTS	T cell HTS vesicle-bound %	NTR1 ag	NTR1 ag cell count 20 µM	PhoP inhibition
COc1cccc(NC(=O)CN(C)C(=O)c2c(C)nn(Cc3ccc(C)cc3)c2Cl)c1	i	31	-0.9	58	-5%
O=C1NCCN1c1ncc([N+](=O)[O-])s1	i	30	-1.8	52	8%
Cc1ccc(S(=O)(=O)N2CCOCC2)cc1NC(=O)COc1cccc(Oc2ccccc2)c1	i	51	4.4	57	-6%
CCOc1ccc(NC(=O)CSc2cn[nH]n2)cc1	i	6	-0.5	68	-9%
CN(C)CCCn1c2c(c(SCC(=O)Nc3ccc4c(c3)OCCO4)nc1=O)CCC2	i	18	-0.6	65	6%
CC(=O)c1c(C)[nH]c(C(=O)OCC(=O)NCCC2=CCCCC2)c1C	i	40	1.9	60	-3%
CCN(CC(=O)Nc1c(F)cccc1F)C(=O)C1CCN(C(=O)c2ccc(F)cc2)CC1	i	46	0.6	78	-1%
Cc1ccc(NS(=O)(=O)c2ccc(C(=O)NCCCN3CCCC3=O)cc2)cc1C	i	29	1.0	57	-9%
CCCCn1c(N)c(N(CCOC)C(=O)c2c(C)noc2C)c(=O)[nH]c1=O	i	45	-0.8	51	-2%
COc1ccc(C(=O)COC(=O)Cn2[nH]c(=O)c3ccccc3c2=O)c(OC)c1	i	44	-0.9	63	-5%
CC(C)CN(C(=O)c1ccc(=O)n(C)n1)c1c(N)n(Cc2ccccc2)c(=O)[nH]c1=O	i	59	-0.5	71	-1%
CN(C)C(CNC(=O)c1ccc(NS(=O)(=O)c2ccc(F)c(F)c2)cc1)c1ccccc1 (stereo not drawn)	i	54	0.2	55	-9%

# Further records:
SMILES	T cell HTS	T cell HTS vesicle-bound %	NTR1 ag	NTR1 ag cell count 20 µM	PhoP inhibition
CC1(c2ccccc2)NC(=O)N(CC(=O)Nc2ccccc2N2CCCCC2)C1=O (stereo not drawn)	i	13	2.4	67	-3%
CCCn1c(SC(C)C(=O)NCC2CCCO2)nc2cc(Cl)ccc2c1=O (stereo not drawn)	i	37	2.5	51	-8%
CCCCN(C1CCS(=O)(=O)C1)S(=O)(=O)c1ccc(C(C)C)cc1 (stereo not drawn)	i	10	-0.4	51	11%
CC(C)c1ccc(S(=O)(=O)N(C)C2(C)CCS(=O)(=O)C2)cc1 (stereo not drawn)	i	56	0.9	57	-5%
Cc1ccc(C)c(OCCC(=O)N2CCN(S(=O)(=O)c3cc(C)ccc3C)CC2)c1	i	23	4.6	68	-6%
COc1ccc(Cc2nnc(SCC(=O)Nc3ccccc3C)n(N)c2=O)cc1	i	12	-1.2	60	1%
Cc1nnc(NC(=O)CSCc2c(C)noc2C)s1	i	58	1.6	64	-3%
O=C1CCc2cc(NS(=O)(=O)c3ccc(F)cc3)cc3c2N1CCC3	i	57	0.8	61	0%
COc1ccc(NS(=O)(=O)c2cccc(C(=O)N3CCCC(C)C3)c2)cc1 (stereo not drawn)	i	17	-0.1	58	-4%
COC(=O)c1cc(C(=O)OCC(=O)NNC(=O)c2cccs2)cc([N+](=O)[O-])c1	i	38	1.5	69	-4%
COc1ccc(CCNC(=O)C(=O)NCC2CCCN2S(=O)(=O)c2cccs2)cc1OC (stereo not drawn)	i	31	-0.4	62	-3%
O=C(NCC1CCCO1)c1ccc(COc2ccccc2)o1 (stereo not drawn)	i	27	0.3	58	3%

# (cont.)
SMILES	T cell HTS	T cell HTS vesicle-bound %	NTR1 ag	NTR1 ag cell count 20 µM	PhoP inhibition
Cc1ccc(OC(=O)C2CSC3(C)CCC(=O)N23)c(Br)c1 (stereo not drawn)	i	39	-0.3	44	0%
O=C(c1ccc(NS(=O)(=O)c2ccc3[nH]c(=O)[nH]c3c2)cc1)N1CCN(c2ccccc2O)CC1	i	10	-0.3	49	-7%
NC(=O)C1CCN(C(=O)c2cc3ccccc3cc2O)CC1	i	37	-0.4	50	1%
CCCCn1c(N)c(N(CCOC)C(=O)C2CCN(C(=O)c3ccc(Cl)cc3)CC2)c(=O)[nH]c1=O	i	27	0.6	61	-2%
CSCCC(NS(=O)(=O)c1ccccc1F)C(=O)NCc1cccnc1 (stereo not drawn)	i	31	-0.7	67	-7%
CCN(CC(=O)Nc1ccc(OC)cc1)C(=O)c1oc2c(Cl)cccc2c1C	i	48	2.2	69	-7%
COC(=O)c1c(NC(=O)COC(=O)c2ccc(Cl)nc2)sc(C)c1C	+	14*	-0.3	60	-11%
Cc1ccc(C)c(OCCC(=O)OCC(=O)NC2CCS(=O)(=O)C2)c1 (stereo not drawn)	i	44	-1.1	50	-7%
O=C(CSC1=NS(=O)(=O)c2ccccc2N1)c1ccccc1	i	48	-1.0	42	5%
COc1cccc(C(=O)NCCS(=O)(=O)NCCc2ccccc2)c1	i	34	0.0	60	-4%
Cc1ccn2c(=O)nc(SCC(=O)N3CCN(c4ccccc4)CC3)nc2c1	i	43	0.7	37	-8%
CC(C)N(CCC(=O)c1ccc2ccccc2c1)Cc1ccccc1	i	26	3.3	38	2%

# New compounds follow
SMILES	T cell HTS	T cell HTS vesicle-bound %	NTR1 ag	NTR1 ag cell count 20 µM	PhoP inhibition
O=C(CCN1C(=O)c2ccccc2S1(=O)=O)N1CCN(c2cccc(Cl)c2)CC1	i	55	1.9	63	2%
O=C(COC(=O)Cc1c(F)cccc1Cl)Nc1nnc(-c2ccccc2)o1	i	53	0.0	43	4%
O=C(Nc1ccc(F)c(Cl)c1)C1CCCCC1	i	16	-3.4	74	4%
Cc1ccc(C)c(OCCC(=O)OCC(=O)NC(=O)NC2CCCC2)c1	i	15	1.5	44	3%
O=C(CCC1CCCCC1)NCCS(=O)(=O)N1CCN(c2ccc(F)cc2)CC1	i	20	-0.9	48	5%
c1ccc(CSCc2ccccc2)cc1	i	26	-2.6	90	1%
COc1cc(NC(=O)[C@@H]2CCCN(S(=O)(=O)c3cccc4cccnc34)C2)cc(OC)c1OC	i	40	5.6	85	11%
Cc1ccc(NC(=O)CSc2nc3[nH]ncc3c(=O)[nH]2)cc1Cl	i	54	-1.4	52	-5%
COc1ccc(NC(=O)CN(C)C(=O)Cn2cnc3c2c(=O)n(C)c(=O)n3C)cc1	i	26	1.0	70	-4%
O=C(CN1C(=O)NC2(CCCC2)C1=O)NNC(=O)c1ccccc1	i	40	-0.7	66	-4%
COc1cc2ccccc2cc1C(=O)OCC(=O)N(C)c1c(N)n(Cc2ccccc2)c(=O)[nH]c1=O	i	52	-0.6	51	-4%
CN(Cc1ccccc1)S(=O)(=O)c1ccc(Cl)c(C(=O)NCc2cccnc2)c1	i	27	0.0	57	-4%

# The list continues.
SMILES	T cell HTS	T cell HTS vesicle-bound %	NTR1 ag	NTR1 ag cell count 20 µM	PhoP inhibition
CN1CCN(CCC=C2c3ccccc3Sc3ccc(S(=O)(=O)N(C)C)cc32)CC1	i	23	3.3	58	6%
Nc1c(Cl)cc(C2=NCCn3c2c2ccccc2[n+]3[O-])cc1Cl	i	18	-0.9	94	-8%
O=C1CCc2cc(S(=O)(=O)NCc3ccccc3)cc3c2N1CC3	i	27	-0.3	66	0%
CCOc1c(Cl)cc(/C=C/C(=O)N(CC)CC(=O)NCc2cccs2)cc1OC	i	20	0.5	53	-3%
CCCCN(C(=O)c1cccc(-n2cccc2)c1)c1c(N)n(Cc2ccccc2)c(=O)[nH]c1=O	i	16	0.9	35	-3%
CCN1CCN(c2ccc(S(=O)(=O)N3CCCCC3)cc2NC(=O)c2ccc(C)o2)CC1	i	34	1.8	62	-8%
Cc1onc(-c2ccccc2Cl)c1C(=O)N(C)CC(=O)Nc1ccc(F)c(F)c1F	i	50	-0.2	69	-10%
Cc1ccc(S(=O)(=O)N(C)C)cc1NC(=O)COC(=O)COc1ccc2c(c1)CCC2	i	19	0.9	63	-3%
CCc1cc(C(=O)Nc2ccc(OC)nc2)sc1C	i	9	1.5	61	-12%
Cn1c(-c2ccc(F)cc2)cc2onc(-c3ccccc3Cl)c2c1=O	i	19	7.1	85	-4%
Cc1ccc(NC(=O)CSc2nc(=O)n(CCN(C)C)c3c2CCCC3)cc1Cl	i	56	1.9	55	3%
COc1ccc(S(=O)(=O)N2CCC3(CC2)OCCN3S(=O)(=O)c2ccc(C)cc2)cc1OC	i	14	2.2	67	2%

# Compound profiles, from the list above. Values in the order: T cell HTS, T cell HTS vesicle-bound %, NTR1 ag, NTR1 ag cell count 20 µM, PhoP inhibition
# Profile of `Cc1ccc(NC(=O)CSc2nc(=O)n(CCN(C)C)c3c2CCCC3)cc1Cl` → i, 56, 1.9, 55, 3%
# Profile of `Nc1c(Cl)cc(C2=NCCn3c2c2ccccc2[n+]3[O-])cc1Cl` → i, 18, -0.9, 94, -8%
# Profile of `CCOc1c(Cl)cc(/C=C/C(=O)N(CC)CC(=O)NCc2cccs2)cc1OC` → i, 20, 0.5, 53, -3%
# Profile of `Cn1c(-c2ccc(F)cc2)cc2onc(-c3ccccc3Cl)c2c1=O` → i, 19, 7.1, 85, -4%
# Profile of `O=C1CCc2cc(S(=O)(=O)NCc3ccccc3)cc3c2N1CC3` → i, 27, -0.3, 66, 0%

# (next part)
SMILES	T cell HTS	T cell HTS vesicle-bound %	NTR1 ag	NTR1 ag cell count 20 µM	PhoP inhibition
COC(=O)[C@]1(CC(C)C)N[C@H](c2ccc(-c3ccc(F)cc3)c(OC)c2)[C@@H]2C(=O)N(C)C(=O)[C@@H]21	i	23	-1.9	91	-15%
CCN(CC(=O)Nc1cc(S(=O)(=O)N2CCCCC2)ccc1C)Cc1ccccc1	i	36	3.6	73	-7%
Cc1cnc(C(=O)OCC(=O)c2ccc(Br)s2)cn1	i	27	1.3	42	0%
O=C1[C@H]2[C@@H](c3ccc(F)cc3)N3C(=O)N(c4cccc(Cl)c4)C(=O)[C@@]3(Cc3ccccc3)[C@H]2C(=O)N1C1CCCCC1	i	58	0.9	56	9%
CCN1CCN(c2ccc(S(=O)(=O)N3CCCCC3)cc2NC(=O)c2cccc(Cl)c2)CC1	i	35	1.2	50	-19%
COc1ccc(OC)c2sc(N(CCCN(C)C)C(=O)CCS(=O)(=O)c3ccccc3)nc12	i	15	21	63	0%
Cc1ccccc1OCCC(=O)OCC(=O)NC1CCCCC1	i	37	-0.2	38	2%
CCN(CC(=O)NCc1cccs1)C(=O)/C=C/c1ccc(OC)cc1OC	i	16	-0.5	54	5%
COc1ccccc1NC(=O)CSc1ccc(-c2ccc(-n3ccnc3)cc2)nn1	i	56	7.5	44	0%
O=C(CN1C(=O)NC2(CCCC2)C1=O)OCc1ccc(F)cc1	i	57	-0.1	76	-3%
Cc1ccc(OCCC(=O)NNC(=O)c2cc(C)oc2C)cc1	i	38	-0.4	42	3%
Cc1cccc(OCCC(=O)OC(C)C(=O)Nc2ccc(Cl)cn2)c1 (stereo not drawn)	i	56	0.3	48	-10%

# Following part:
SMILES	T cell HTS	T cell HTS vesicle-bound %	NTR1 ag	NTR1 ag cell count 20 µM	PhoP inhibition
COc1ccccc1C(=O)COC(=O)CNS(=O)(=O)c1ccc(C)c(C)c1	i	32	0.7	57	-11%
COc1ccc(C(=O)COC(=O)c2cc3ccccc3oc2=O)c(OC)c1	i	28	-1.5	56	6%
COc1ccc(CNC(=O)COC(=O)CO/N=C(\C)c2ccc3c(c2)OCO3)cc1	i	59	-0.2	49	0%
COc1ccc(N2CCN(C(=O)COC(=O)c3ccc(C)o3)CC2)cc1	i	50	-0.3	78	1%
COc1ccc(N2CC(C(=O)NCCc3ccc(Cl)cc3)CC2=O)c(OC)c1 (stereo not drawn)	i	15	1.4	71	-3%
CC1CCc2c(sc3ncnc(SC(C)C(=O)NCC4CCCO4)c23)C1 (stereo not drawn)	i	39	1.7	57	-3%
